LMPTP block: blocks human LMPTP phosphatase; recombinant LMPTP-A, OMFP fluorogenic substrate, fluorescence intensity; inhibition, % at 20 µM; 360,000 compounds, 0.22% hits; AID 651560;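 active means compounds that cut the enzyme signal by at least half of the control window in the single-dose screen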;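 further: plate controls were DMSO wells with enzyme plus substrate for no effect and substrate without enzyme for full effect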
Target sequence (P24666 whole entry, looked up): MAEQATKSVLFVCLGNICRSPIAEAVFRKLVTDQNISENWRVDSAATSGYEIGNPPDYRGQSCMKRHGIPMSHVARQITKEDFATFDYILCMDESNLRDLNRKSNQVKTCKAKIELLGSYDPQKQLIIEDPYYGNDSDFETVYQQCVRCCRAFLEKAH
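Test system – LMPTP-A phosphatase enzyme · Quantity – 0.625 nM LMPTP-A final · Reagent – OMFP substrate, 400 µM final · Dosing – one test concentration per compound, 20 µM, with 3% DMSO overall · Timing – 50 min enzyme reaction at room temperature, protected from light · Detection – fluorescence intensity · Controls – substrate-only low control, DMSO enzyme-plus-substrate high control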
Scp-1 inhibitor: blocks human Scp-1 phosphatase activity | Q9GZU7 | Recombinant Scp1, phosphopeptide, malachite green phosphate absorbance | inhibition, % at 20 µM | 340,000 compounds, 0.88% hits;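 active means inhibition above about 50% at 20 µM, limit read from the data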;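 further: plate controls were DMSO wells with enzyme for no effect and wells lacking enzyme for full effect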
Target sequence (Q9GZU7 76-261 limits assumed): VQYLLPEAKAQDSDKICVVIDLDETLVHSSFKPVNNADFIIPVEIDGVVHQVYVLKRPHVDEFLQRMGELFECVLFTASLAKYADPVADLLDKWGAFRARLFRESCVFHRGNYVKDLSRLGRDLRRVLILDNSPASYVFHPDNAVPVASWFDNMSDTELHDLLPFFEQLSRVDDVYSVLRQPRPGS
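Material – SCP-1 phosphatase catalytic domain, residues 76-261 · Buffer or medium – Acidic Tris acetate buffer with magnesium and detergent · Also added – Phospho 17-mer peptide substrate · Compound – single 20 µM dose, 1% DMSO · Times – 45 min room-temperature reaction, 5 min colour, 30 min stabiliser · Technique – Phosphate-binding colour reagent, absorbance read at 630 nm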
DNMT1 inh: blocks human DNA methyltransferase DNMT1; P26358; DNMT1 molecular beacon, Hinp1I cleavage, fluorescence; inhibition (reported as % activation of signal), % at 10 µM; 360,000 compounds, 0.83% hits; AID 588458; in the data active means inhibition above about 50%
Rpn11 block: blocks the human proteasome subunit Rpn11. calls only at 20 µM. O00487. AID 588493. human 26S proteasome, Ub4-pepOG fluorescence polarization; 20S core pre-blocked with epoxomicin. 360,000 compounds, 0.59% hits;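 active means inhibition at 20 µM, scaled to each plate's controls, above about 33%, limit read from the data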
Target sequence (O00487 whole entry, looked up): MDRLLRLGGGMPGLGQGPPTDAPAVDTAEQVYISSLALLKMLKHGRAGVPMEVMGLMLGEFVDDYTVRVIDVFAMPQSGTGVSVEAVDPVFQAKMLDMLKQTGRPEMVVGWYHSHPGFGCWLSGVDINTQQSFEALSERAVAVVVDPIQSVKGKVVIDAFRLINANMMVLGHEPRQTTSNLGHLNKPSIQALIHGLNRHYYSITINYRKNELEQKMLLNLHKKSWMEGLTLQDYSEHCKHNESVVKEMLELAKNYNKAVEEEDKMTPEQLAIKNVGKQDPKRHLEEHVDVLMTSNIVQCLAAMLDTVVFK
PABP1 MLLE inh: inhibitors of microRNA-mediated deadenylation, human PABP1 MLLE binding; GST-MLLE / FITC-PAM2 fluorescence polarization; inhibition, % at 20 µM; 360,000 compounds, 0.36% hits; AID 588489; in the data active means inhibition above about 35%, passing the limit was not always enough;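 further: plate controls were DMSO wells with GST-MLLE for no effect and wells lacking GST-MLLE protein for full effect; some results filed as inactive read as strong as hits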
CSN inh: CSN deneddylation inhibition | Q92905 | Purified CSN, SCF-Nedd8-OG deneddylation, fluorescence polarization | inhibition, % at 12.5 µM | 360,000 compounds, 0.38% hits;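 active means pattern-corrected inhibition above about 35%, with an unprinted fluorescence ratio check between 0.5 and 1.5, limit read from the data, passing the limit was not always enough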;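 further: 0% = enzyme with substrate and 100% = substrate without enzyme; some results filed as inactive read as strong as hits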
Target sequence (Q92905 whole entry, looked up, one chain of several): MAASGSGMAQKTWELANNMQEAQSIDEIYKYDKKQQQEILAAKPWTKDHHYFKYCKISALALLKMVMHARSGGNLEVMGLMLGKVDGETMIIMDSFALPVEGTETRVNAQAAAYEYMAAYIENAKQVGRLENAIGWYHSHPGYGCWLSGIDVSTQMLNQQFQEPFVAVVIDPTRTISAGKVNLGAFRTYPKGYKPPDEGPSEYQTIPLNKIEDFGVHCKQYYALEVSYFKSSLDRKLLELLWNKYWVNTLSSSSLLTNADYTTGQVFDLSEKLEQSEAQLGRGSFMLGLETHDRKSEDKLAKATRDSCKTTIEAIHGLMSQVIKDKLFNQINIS
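test system = HEK293T-derived human Csn5 enzyme | amount = 0.24 nM Csn5 enzyme, final concentration | medium = Tris/NaCl/DTT buffer, pH 7.5 | schedule = 90 min reaction at room temperature | signal = FP | evaluation = inhibition of Csn5 cleavage, % | compound dosing = single dose of 12.5 µM compound with 0.25% DMSO | probe or stimulus = 10 nM SCFSkp2-Nedd8OG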
TbMetRS inhib: Trypanosoma brucei MetRS inhibition. purified T. brucei MetRS, ATP depletion, Kinase-Glo luminescence. inhibition, % at 11.9 µM. 360,000 compounds, 0.4% hits;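 active means inhibition above a per-plate cutoff of the control wells' mean inhibition plus 3 SD, cut at about 5.5% in these data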;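 further: 0% = DMSO wells median and 100% = median of wells with control inhibitor compound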
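assay system = parasite MetRS enzyme | timing = 15 min preincubation, 2 h reaction, all 25 °C | evaluation = percent inhibition relative to median high and low control wells | medium = HEPES buffer containing pyrophosphatase, BSA, spermine, DTT | compound = single dose, 11.9 µM final nominal, 0.9% final DMSO | detection = Kinase-Glo luminescence, ATP depletion format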
SUMO1 PPI mod: alters human SUMO1 binding to SIM partners. SUMO1 binding to a labelled peptide, TR-FRET, 1 h. P63165. 360,000 compounds, 0.33% hits. AID 602429. inhibition, % at 20 µM; in the data active means inhibition above about 37%
NadD block: NadD (S. aureus) enzyme inhibition | purified NadD enzyme, colorimetric absorbance read-out | inhibition, % at 20 µM | 360,000 compounds, 0.78% hits; in the data active means inhibition above about 26%; further: some compounds past the cut are filed as inactive
STEP block: inhibitors of human striatal-enriched phosphatase STEP | AID 588621 | inhibition, % at 20 µM | P54829 | recombinant STEP, OMFP fluorogenic substrate, fluorescence | 360,000 compounds, 0.25% hits;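 active means inhibition at 20 µM, scaled per plate between control wells, above about 37%, limit read from the data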;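 further: 0% = DMSO with enzyme and substrate and 100% = substrate only without enzyme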
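medium = Bis-Tris buffer pH 6.0, 2.5 mM DTT, 0.005% Tween 20 | test system = STEP (striatal-enriched tyrosine phosphatase) enzyme, cell-free | measure = normalized % inhibition | compound dosing = 20 µM, 1% DMSO | also added = 25 µM OMFP | schedule = reaction 20 min, ambient temperature | measured by = fluorescence read at 480 nm ex / 540 nm em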
An asterisk follows results filed as active; i = inactive; x = not tested or not shown; & = joins results of further samples; ! = not active in a repeat.

SMILES	LMPTP block	Scp-1 inhibitor	DNMT1 inh	Rpn11 block	PABP1 MLLE inh	CSN inh	TbMetRS inhib	SUMO1 PPI mod	NadD block	STEP block
O=C(O)c1cc(/C=N\O)ccc1OCc1ccccc1	-1.6	-3.6	1.9	i	-14.5	1.2	0.1	-0.5	3.9	0.1
COc1ccc2cc(C(=O)C3CCCN(C(=O)CCc4cnn(C)c4)C3)ccc2c1 (stereo not drawn)	-0.3	2.1	-1.4	i	-4.0	-1.6	1.3	-11.4	1.9	2.2
Cc1nn(CC(=O)NCCCN2CCCCC2)c(=O)c2cc(-c3ccccc3)nn12	-1.2	0.3	1.7	i	2.5	0.3	0.0	0.9	-0.5	0.9
CN(C)c1ccc(/C=C(\C#N)C(=O)c2ccccc2)cc1	13.3	-7.0	1.3	x	i	76.9	-0.4	-106.5	-3.5	-14.8
Cc1cccc(N2C(=O)C3C4CC(=O)C(c5ccccc54)C3C2=O)c1C (stereo not drawn)	-0.7	-1.4	1.4	i	-9.1	0.1	-0.8	-2.9	-4.9	-3.8
COC(=O)[C@H](C)NC(=O)Nc1ccc(C)c(C)c1	-0.9	1.0	1.2	i	6.4	-8.0	-0.2	-1.7	-1.2	-7.0
CCN(CC)CCCN1CC(=O)N2[C@@H](Cc3c([nH]c4ccccc34)C2(C)C)C1=O	0.4	-4.5	-2.1	i	0.9	2.5	-0.2	1.2	-3.6	0.4
CSc1nc2ncc(-c3ccsc3)c(N)n2n1	0.5	0.7	-3.6	i	-3.4	-0.7	-0.1	0.2	7.6	-0.1
COc1cc(-c2cc3nc(NC4CCCCC4)ccn3n2)cc(OC)c1OC	6.7	x	2.5	i	2.0	-7.5	-0.2	1.5	1.7	-0.8
CCCCCCSc1cc(-c2nc3cnccn3c2NCc2ccccc2)ccc1OC	5.2	21.0	-18.3	i	-25.6	6.8	-0.4	9.4	-2.5	2.2
COCCn1c(SCC(=O)N2CCCCC2)nc2c([nH]c3ccccc32)c1=O	0.4	-7.6	-0.3	i	-0.9	4.4	0.1	-0.2	-1.4	2.7
c1ccc2nc(-c3nc4ccccc4[nH]3)ccc2c1	-0.1	-7.4	-3.6	i	13.8	7.9	-2.7	-4.7	-3.7	-3.0
c1ccc(C2=Nn3c(nnc3-c3n[nH]c4c3CCC4)SC2)cc1	-0.5	-1.6	3.1	i	-65.3	2.6	-0.5	-1.7	5.4	3.8
Cc1ccc(S(=O)(=O)NCc2ccc(/C=C(/C#N)C(=O)NCc3ccccc3)o2)cc1	-1.2	-5.3	9.0	i	0.2	-11.1	0.0	-7.8	-5.0	-3.1
[N-]=[N+]=NCCN1CCN(CCc2ccccc2)CCC1=O	-0.6	2.6	1.6	i	-2.6	-5.2	0.2	3.8	-0.5	-0.3
CC(C)CCCN1C(Nc2ccccc2)=NC[C@@H]1C	-1.4	-5.8	9.9	i	6.0	1.8	0.4	-2.2	2.3	6.4
Cc1ccc(NC(=O)C2CCCCC2)cc1C	0.0	-4.4	3.3	i	1.4	-3.5	-0.2	3.3	-4.8	-1.6
COc1ccc(-c2cc(C(=O)Nc3cc(OC)cc(C(=O)Nc4cccc(C(F)(F)F)c4)c3)[nH]n2)cc1	2.7&1.0	-4.4	17.5&16.9	i	-17.8&-0.3	3.8&-0.3	0.5&0.1	16.4&17.2	40.2*!	-2.3&4.9
N#CCOc1coc(CN2CCN(c3cccc(Cl)c3)CC2)cc1=O	-0.8	-1.7	-4.5	i	9.7	1.3	-0.5	1.6	2.1	-2.1
O=C(N/N=C/c1c(O)n(-c2ccc(Cl)cn2)c(=O)c2ccccc12)c1ccncc1	-0.8	-2.6	-0.1	x	-150.4	20.6	-0.4	-16.8	1.7	-3.9
CCCn1c(SCC(=O)NNC(=O)c2ccccc2)nnc1-c1cccnc1	-2.0	14.7	-2.1	i	5.9	4.7	1.4	4.1	-1.4	-2.4
NC(=Nc1ccccc1)N(c1ccccc1)c1ccccc1	-1.3	-2.2	-0.7	i	0.6	2.0	-0.2	1.7	-5.1	-0.4
C=C(C)c1cccc(C(C)(C)NC(=O)Nc2ncccn2)c1	-0.4	4.6	-0.4	i	-4.7	0.7	-0.6	-0.5	0.3	-3.3
CCCN1C(=O)c2cc(C(=O)Nc3cccc(C(C)=O)c3)ccc2C1Nc1cccc(C(C)=O)c1 (stereo not drawn)	0.0	6.0	-4.0	i	0.1	5.7	0.1	2.7	-0.1	-1.1
O=C(Cc1ccc(Cl)cc1)Nc1ccc(Br)cn1	0.3	-4.0	-0.7	i	12.7	0.9	-1.2	15.5	-2.0	0.7

Two compounds drawn at random from the list so far:
SMILES	LMPTP block	Scp-1 inhibitor	DNMT1 inh	Rpn11 block	PABP1 MLLE inh	CSN inh	TbMetRS inhib	SUMO1 PPI mod	NadD block	STEP block
CSc1nc2ncc(-c3ccsc3)c(N)n2n1	0.5	0.7	-3.6	i	-3.4	-0.7	-0.1	0.2	7.6	-0.1
NC(=Nc1ccccc1)N(c1ccccc1)c1ccccc1	-1.3	-2.2	-0.7	i	0.6	2.0	-0.2	1.7	-5.1	-0.4

Other compounds follow:
SMILES	LMPTP block	Scp-1 inhibitor	DNMT1 inh	Rpn11 block	PABP1 MLLE inh	CSN inh	TbMetRS inhib	SUMO1 PPI mod	NadD block	STEP block
Cc1cc(C)c(OCCCON2C(=O)CCC2=O)c(Br)c1	-0.5	0.4	3.1	i	-2.1	-2.1	-0.2	-1.1	-3.0	0.4
COc1ccc(CCN=C(N)NS(=O)(=O)c2cc(F)ccc2OC)cc1	-0.2	-11.6	0.4	i	-4.0	-1.9	0.2	2.3	-4.0	-1.7
COc1cc(OC)cc(C(=O)NNC(=O)C2CCCC2)c1	-0.2	-7.1	0.9	i	1.1	-2.0	0.3	3.2	4.1	1.1
COC(=O)[C@@]12C[C@@H](CC(=O)NCc3ccc(C)o3)C(=O)N(CCc3ccc(OC)c(OC)c3)C1=CCC(C)(C)C2	-1.4	x	x	x	x	4.4	-1.0	4.1	x	x
COc1ccc(-c2nc3cnccn3c2Nc2ccc(C)cc2)cc1	0.2	-8.5	-7.1	i	-4.4	3.6	-1.2	-6.5	5.2	3.0
Cc1ccnc2nc(C(=O)OCC(=O)N(CC(C)C)CC(C)C)nn12	0.0	2.6	2.0	i	4.5	5.0	-0.2	2.6	6.7	-3.8
COc1cc(C(=O)N2C[C@@H]3CCC[C@H]2C3)ccc1OC1CCN(C(C)=O)CC1	-1.8	-6.0	3.4	i	7.8	0.7	-0.5	-4.3	-3.2	3.2
Cc1ccccc1Cn1c(=O)n(CCC(=O)NCc2ccc3c(c2)OCO3)c(=O)c2ccccc21	0.6	-3.4	27.1	i	-3.0	0.3	-0.4	-0.7	-5.0	2.3
N#C/C(=C(\O)CCl)c1nnc2n1CCCCC2	-2.3	1.0	4.2	i	5.7	4.4	-0.4	-1.9	2.0	-3.7
O=C(Nc1cccc(Cl)c1)/C(=C\c1cccnc1)NC(=O)c1ccco1	-0.7	-3.4	-1.6	i	-10.2	4.7	-0.4	0.5	0.4	1.7
CN(C)CCN(Cc1ccccc1)C(=O)C1CCN(c2ncnc3c2nc2n3CCCCC2)CC1	-0.1	0.3	-2.4	i	9.7	2.6	-0.3	4.4	-6.7	0.3
CC(C)CC(=O)Nc1ccc(-c2cn3ccsc3n2)cc1	0.5	-4.8	-3.0	i	2.7	1.7	-2.0	-0.4	-7.8	-2.1
CCCCC(=O)Nc1ccc(C(=O)NNC(=S)NC(=O)c2cccs2)cc1	-0.9	-13.1	-1.2	i	21.6	-4.7	1.2	6.0	15.8	3.0
COc1cc(/C=N/N2CCOCC2)ccc1OCc1ccccc1	0.3	-4.9	-3.3	i	-7.4	-4.3	-0.3	-9.0	-5.3	1.2
CC(C)[C@H](NC(=O)c1ccccc1)C(=O)OCC(=O)NCCc1ccc(F)cc1	-1.4	-27.1	1.3	i	-4.3	3.7	-0.7	-2.9	-1.1	-1.3
O=C(CSc1nc2ccccc2n1CC(=O)N1CCOCC1)N1CCCC1	-0.8	-6.7	0.6	i	5.0	-6.0	0.0	1.5	-1.9	-1.3
Cc1c(C(=O)Nc2ccccc2)sc2nc[nH]c(=O)c12	6.2	-6.7	-9.5	i	-36.3	1.0	-0.4	15.4	-2.9	0.9
CC(CN1CCCC1)OC(=O)COc1ccccc1 (stereo not drawn)	-0.6	11.4	3.8	i	7.7	2.1	-1.4	-1.1	-10.1	-0.6
CCOC(=O)C(NC(=O)NCc1ccc(OC)cc1)(OCC)C(F)(F)F (stereo not drawn)	-1.5	-3.1	-4.4	i	4.7	-12.3	-0.4	-0.4	-4.2	1.0
O=Cc1c(Nc2ccccc2Cl)nc2ccccn2c1=O	1.7	-6.5	12.4	i	10.3	5.2	-0.2	3.0	2.7	13.0
Cc1ccc(S(=O)(=O)N2CCN(S(=O)(=O)c3ccccc3)C2)cc1	-0.3	-8.5	3.2	i	-4.4	5.0	-0.3	0.5	-4.8	-4.6
C=CCn1c(SCC(=O)N2CC(=O)Nc3ccccc32)nc2scc(-c3ccccc3)c2c1=O	1.7	5.1	-7.2	i	-30.7	1.0	-0.9	-1.0	22.8	1.0
Cc1cccc(NC(=S)NC2CCCC2)c1	-1.6	-2.7	-1.7	i	-30.9	-0.5	0.8	1.5	-3.2	-2.4
CC(=O)NS(=O)(=O)c1ccc(NC(=O)c2cccc3ccccc23)cc1	-0.2	8.0	-7.4	i	7.1	0.6	-0.5	0.7	-11.0	-3.9
Brc1cccc(CNCc2ccncc2)c1	-1.4	0.1	1.6	i	-14.7	2.0	0.1	-2.3	-0.8	-2.2

Part of the list above, limited to STEP block.
Compound,STEP block
N#C/C(=C(\O)CCl)c1nnc2n1CCCCC2,-3.7
O=C(Nc1cccc(Cl)c1)/C(=C\c1cccnc1)NC(=O)c1ccco1,1.7
CN(C)CCN(Cc1ccccc1)C(=O)C1CCN(c2ncnc3c2nc2n3CCCCC2)CC1,0.3
CC(C)CC(=O)Nc1ccc(-c2cn3ccsc3n2)cc1,-2.1
